High-throughput results deposited in PubChem BioAssay by National Center for Advancing Translational Sciences (NCATS).
Vif-A3F inh: Vif-A3F binding inhibition; HeLa A3F-eYFP + Vif (tagged APOBEC3F with the HIV-1 protein that degrades it), YFP fluorescence increase; Potency, µM (highest dose often 46.1 µM), without a hit: at the top dose activity, negative = active; hit rate 0.2% among 390,000; AID 602313; note: potency is the fitted concentration of half-maximal effect; % of control where 0% means no effect; nearly all actives have a fitted effect of over 65% in size
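HeLa cells stably expressing Vif plus C-terminally eYFP-tagged A3F were seeded, incubated overnight at 37 deg C, dosed with compound, incubated overnight again at 37 deg C. Yellow fluorescence (Ex 488/Em 500-530) reported blocked Vif-mediated A3F-eYFP degradation.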
LDHA inh: inhibitors of human lactate dehydrogenase A | P00338 | purified LDHA, NADH/diaphorase-resazurin fluorescence; stronger effect = lower value | activity change, % (values are at about 110 or 230 µM) | hit rate 0.15% among 480,000 | AID 1347041; in the data active = activity change below about -30%; inconclusive = mostly about -25% to -30%;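 note: plate controls were DMSO wells for no effect and wells without enzyme for full effect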
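LDH5 2 nM; NADH 0.06 mM, pyruvate 0.2 mM; 200 mM Tris pH 7.4, EDTA, Tween-20; 5 min RT. Detection: diaphorase 0.133 mg/mL + resazurin 37 µM, fluorescence ex540/em590 at 0 and 20 min; normalized to enzyme-free and DMSO wells.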
D2 agonist: activates the human D2 dopamine receptor; HEK293 T-REx D2 cells, calcium flux agonist mode; AID 485358; hit rate 0.53% among 340,000; activation, % at 2 µM;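 active = activation over 3 SD above normal in the single-dose calcium agonist read, cut at about 30% in these data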; note: 0% is about no effect
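HEK293 Trex D2 cells, tetracycline-induced, o/n 30 C 5% CO2; no-wash Ca dye, RT 30–90 min; 10-cycle baseline, 23 nl cpd added, kinetic Ca read 180 s; agonist hits = positive Ca response.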
ERG Ets-DNA blk: blocks human ERG Ets domain binding to DNA; hit rate 0.028% among 370,000; AID 624246; P11308; Potency, µM (titrated, usually from 76.9 µM), for the others: at the top dose FP activity, negative = inhibition, usual class: inhibitors; fluorescence polarization, His-ERG Ets domain / labelled DNA; active = well fitted inhibition curve with a large enough effect in the polarisation, with a control signal flat; inconclusive = small, poorly fitted or top-dose-only effect, or effect the other way, or a change in a side signal; inactive = no such curve, though single readings can be large or run the other way; the % refers to the polarisation;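 note: polarization taken with two DNA probes labelled with fluorescein and Texas red; potency is the fitted concentration of half-maximal effect; % of control where 0% means no effect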
Target sequence (P11308 whole entry, looked up, the tested form may be a part): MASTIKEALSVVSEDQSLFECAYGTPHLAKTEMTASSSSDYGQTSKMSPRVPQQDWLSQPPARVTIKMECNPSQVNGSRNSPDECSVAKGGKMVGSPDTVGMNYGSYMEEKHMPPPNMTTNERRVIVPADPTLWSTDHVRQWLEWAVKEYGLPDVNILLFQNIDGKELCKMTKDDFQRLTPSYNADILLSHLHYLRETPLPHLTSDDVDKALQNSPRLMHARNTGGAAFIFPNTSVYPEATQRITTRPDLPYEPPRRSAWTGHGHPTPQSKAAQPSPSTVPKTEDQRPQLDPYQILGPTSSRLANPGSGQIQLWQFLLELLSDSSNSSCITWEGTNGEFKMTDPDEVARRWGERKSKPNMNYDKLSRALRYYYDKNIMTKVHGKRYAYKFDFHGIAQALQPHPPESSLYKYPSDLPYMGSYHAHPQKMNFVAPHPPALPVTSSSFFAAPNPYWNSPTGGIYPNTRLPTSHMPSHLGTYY
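His-tagged ERG Ets domain (1 uM in the protein solution; 300mM KCl, 50mM Tris-HCl, 1mM EDTA, 1mM DTT, pH 7.5) received compound, then a probe mix of 5 nM fluorescein-DNA and 100nM Texas-615-DNA. Fluorescence polarization was read for both dyes.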
D2 antag: D2 dopamine receptor (human) antagonism; P14416; HEK293 TREx D2 cells, calcium flux, dopamine EC80; inhibition, % at 10 µM; hit rate 2% among 340,000; in the data active = inhibition above about 30%; note: 0% is about no effect
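Measurement of antagonist activity uses fluorescent calcium dye in inducible HEK293 T-REx D2 cells: 10 s baseline, compound addition with 180 s read, EC80 dopamine addition with a further 180 s read.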
Vif-APOBEC3G blk: inhibitors of Vif-APOBEC3G interaction; Q9HC16; HeLa A3G-eYFP + Vif (tagged APOBEC3G with the HIV-1 protein that degrades it), YFP fluorescence, overnight; Potency, µM (highest dose often 46.1 µM), without a hit: at the top dose activity, negative = active, most hits filed as inhibitors; hit rate 0.076% among 410,000;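 note: potency is the fitted concentration of half-maximal effect; % is set by controls: 0 for no effect and ±100 for the full control effect; nearly all actives have a fitted effect of over 60% in size; hits raise eYFP signal because A3G escapes Vif-driven loss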
Target sequence (Q9HC16 whole entry, looked up): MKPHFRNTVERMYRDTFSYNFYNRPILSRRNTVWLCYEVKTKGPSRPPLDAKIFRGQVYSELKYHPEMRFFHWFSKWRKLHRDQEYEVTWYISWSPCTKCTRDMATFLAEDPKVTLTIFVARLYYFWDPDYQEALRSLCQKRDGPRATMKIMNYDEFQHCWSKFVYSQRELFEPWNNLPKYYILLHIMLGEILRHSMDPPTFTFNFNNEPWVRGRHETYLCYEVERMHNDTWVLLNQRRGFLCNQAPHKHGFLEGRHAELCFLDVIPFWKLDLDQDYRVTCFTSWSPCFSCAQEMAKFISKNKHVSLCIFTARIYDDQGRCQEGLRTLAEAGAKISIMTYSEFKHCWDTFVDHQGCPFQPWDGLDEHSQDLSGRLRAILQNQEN
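Read-out is eYFP fluorescence (Ex 488/Em 500-530) from Vif-expressing HeLa A3G-eYFP cells; more signal means A3G escaped Vif-mediated degradation. Cells plated overnight, compound pinned in, incubated overnight at 37 deg C.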
12-LOX inh: ALOX12 (human) lipoxygenase inhibition. Potency, µM (series often up to 108 µM), without a hit: at the highest dose activity change, negative = inhibition, hits mostly inhibitors. purified 12hLO, xylenol orange hydroperoxide absorbance. P18054. AID 1671190. hit rate 1.1% among 580,000; note: potency is the fitted concentration of half-maximal effect; % is set by controls: 0 for no effect and ±100 for the full control effect
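Hydroperoxide product was detected by ferrous iron/xylenol orange as the 573 to 405 nm absorbance ratio. Arachidonic acid at 40 uM (final) was turned over for 30 min at room temperature by 150 nM human 12hLO, pH 7.0 Hepes buffer, after 15 min compound preincubation.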
RGS4 inh: inhibitors of human regulator of G protein signaling 4; P49798; Transcreener GDP fluorescence polarization, RGS4-accelerated GTP hydrolysis; Potency, µM (series often up to 114 µM), inactives show at the top dose activity change, negative = inhibition, hits mostly inhibitors; hit rate 0.039% among 390,000; note: potency is the fitted concentration of half-maximal effect; % is set by controls: 0 for no effect and ±100 for the full control effect; nearly all actives have a fitted effect of over 75% in size; some results filed as inactive show a strong effect at the top dose
Target sequence (P49798 whole entry, looked up): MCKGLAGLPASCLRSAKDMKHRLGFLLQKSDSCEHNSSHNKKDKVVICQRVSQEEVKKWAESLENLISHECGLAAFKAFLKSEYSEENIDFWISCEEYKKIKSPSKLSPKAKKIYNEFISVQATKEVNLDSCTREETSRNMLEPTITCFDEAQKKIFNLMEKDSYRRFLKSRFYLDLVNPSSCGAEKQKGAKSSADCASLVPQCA
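MLSMR compounds (23 nl, pin-transferred) preincubated 10 min at room temperature with a 500nM (2x) first reagent, then RGS4 at 900nM (2x) plus Transcreener GDP mix added; fluorescence polarization (620/688 nm) read before and after 90 min at 30 °C.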
Glioma ERSR ind: inducers of ER stress response in human glioma cells. U87-MG GRP78 promoter luciferase reporter, 16 h. AID 602332. hit rate 0.02% among 420,000. Potency, µM, for inactives: top-dose activation, usual class: activators; note: potency is the fitted concentration of half-maximal effect; series mostly up to about 76 µM; % of control where 0% means no effect; nearly all actives have a fitted effect of over 35% in size
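Stably transfected U87-MG human glioma cells carrying a GRP78-based luminescent sensor were seeded at 1000 cells/well, pin-dosed with compounds and incubated 16 h. Luciferase reagent was then added, and end-point luminescence was read after 10 min at room temperature.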
* marks the source's active call; other numbers are inactive results; u = inconclusive; x = not tested or not shown; & = joins results of further samples; [ ] = dose if it differs, or a comment. Unless noted, calls come from the whole dose curve; as a rule, active = well fitted curve in the direction sought with a large enough effect; inconclusive = small, poorly fitted or top-dose-only effect, or another doubt; inactive = no such curve, though single readings can be large; an effect the other way counts as inactive or inconclusive. This is a subset (hit frequency here may not be typical).

no.	molecule	Vif-A3F inh	LDHA inh	D2 agonist	ERG Ets-DNA blk	D2 antag	Vif-APOBEC3G blk	12-LOX inh	RGS4 inh	Glioma ERSR ind
1	CC(C)Cn1c(=O)c2ccccc2n2c(CCC(=O)NCC3CCCO3)nnc12 (stereo not drawn)	-9%	-3	-0.1	10%	-3	-7%	0%	1%	-7%
2	CC1/C(=C\c2ccc(Cl)cc2)C(=O)C2CC1C2(C)C (stereo not drawn)	u	-3	-0.7	6%	-24	0%	0%	-21%	-4%
3	COc1cc2c(cc1OC)C(Cc1ccccc1[N+](=O)[O-])=NCC2	-3%	21	x	-10%	x	-4%	u	-33%	1%
4	O=C(CN1C(=O)CCC1=O)Nc1nc(-c2cccs2)cs1	x	-4	0.0	0%	4	-4%	-12%	20%	-6%
5	COc1cc(-c2noc(-c3ccc(NCc4ccccc4)c([N+](=O)[O-])c3)n2)cc(OC)c1OC	u	-3	-0.3	6%	x	2%	-13%	-17%	-1%
6	O=C(NCc1ccco1)c1cc(-c2ccccc2)nc2ccccc12	u	12&-6	0.4	0%	11	-2%	-6%&-1%	-10%	-2%
7	CCOC(=O)c1c(C)[nH]c(=S)c(C#N)c1-c1ccccc1	5%	-11	-0.7	0%	4	1%	u	-35%	-6%
8	O=C(N/N=C/c1cccc(Cl)c1)c1c(O)c2c([nH]c1=O)CCCC2	-2%	5	1.0	-1%	12	1%	-3%	11%	-2%
9	CC(C)(C)n1cc(S(=O)(=O)c2ccccc2)[nH]c1=O	0%	1	-0.6	-15%	1	-2%	-9%	10%	-2%
10	Cc1cc(NS(=O)(=O)c2ccc(NC(=O)c3cc(-c4cccnc4)nc4ccc(Cl)cc34)cc2)no1	1%	-10	-0.4	-3%	0	0%	u	37%	-1%
11	CCc1nnc(NC(=O)CCC(=O)N2CCN(CCc3ccccc3)CC2)s1	0%	1	0.6	0%	14	-2%	0%	-13%	-3%
12	CCN(CC)CCN1C(=O)c2ccccc2NC1c1ccccc1F (stereo not drawn)	1%	4&-1	0.6	x	-29	2%	-10%&4%	-13%	-4%
13	O=C(COc1ccccc1)NS(=O)(=O)c1ccccc1	0%	-3	0.5	1%	-1	5%	-13%	4%	-5%
14	CCOC(=O)C1C(=O)NC(N2CCN(c3ccccc3)CC2)=NC1c1ccco1 (stereo not drawn)	-7%	-3	-0.1	-8%	-2	1%	-1%	-17%	-3%
15	CCOC(=O)C1=C(COC(=O)Cc2c(F)cccc2Cl)NC(=O)NC1C (stereo not drawn)	1%	-8	x	2%	x	3%	-19%	16%	-2%
16	C[C@H](NC(=O)c1nc[nH]c1C(=O)NCCCCCN)C(=O)OC(C)(C)C	0%	2	0.5	2%	-2	0%	-2%	7%	-4%
17	O=C(NCCc1ccccc1C(F)(F)F)C1CCC(=O)N(CCCN2CCCC2=O)C1 (stereo not drawn)	9%	-8	0.0	-9%	-1	0%	3%	2%	3%
18	CCOc1ccc(OCC)c(NC(=O)CN2CCN(CC(=O)NC(C)C)CC2)c1	-1%	-13	-0.3	-3%	3	1%	u	9%	0%
19	N#Cc1c(N)c(C(=O)c2ccccc2)n2c1CCCC2	-7%	1	2.2	0%	-10	0%	-30%	-1%	3%
20	CCOc1ccc(S(=O)(=O)N2CN(c3cccc(C(C)=O)c3)c3nc4ccccc4nc32)cc1	3%	-8	x	-1%	x	-6%	2%	-34%	-3%

(continued)
no.	molecule	Vif-A3F inh	LDHA inh	D2 agonist	ERG Ets-DNA blk	D2 antag	Vif-APOBEC3G blk	12-LOX inh	RGS4 inh	Glioma ERSR ind
21	Cc1cccc(C)c1OCc1cc(=O)n2c3c(sc2n1)CCCC3	-1%	0	-0.8	-5%	x	-15%	-9%	-4%	-2%
22	Cc1ccccc1NC(=O)C(C)OC(=O)CCC(=O)c1ccccc1 (stereo not drawn)	-7%	-4	x	x	x	1%	u	x	1%
23	Cc1nn(CC(O)COc2ccc3c(c2)CCC3)c(C)c1C (stereo not drawn)	-10%	-2	0.0	3%	-7	-5%	u	-25%[11.4 µM]	2%
24	CCOc1cccc(-c2nnc(SCC(=O)Nc3cc(OC)cc(OC)c3)n2N)c1	4%	1	-0.6	-5%	4	-3%	0%	-30%	-2%
25	CCC(=O)N(CCC(c1ccccc1)c1ccc2c(c1)OCO2)Cc1ccc(OC(C)C)cc1 (stereo not drawn)	2%	5	x	1%	x	4%	u	-17%	-3%
26	O=C(CSc1nnnn1-c1ccc(F)cc1)Nc1ccc(N2CCOCC2)c(Cl)c1	-3%	0	0.4	0%	-1	-1%	4%	-12%	-1%
27	CN(Cc1ccccc1)Cc1nc2c([nH]1)c(=O)[nH]c(=O)n2C	-1%	-9&4	0.6	1%	-7	-3%	-25%&5%	-2%	-1%
28	Cc1ccc(-c2cc(C(=O)Nc3c(C#N)cnn3C)no2)cc1	2%	1	0.2	0%	15	-1%	-17%	5%	8%
29	COc1ncnc2c1ncn2CCCN1CCN(C(=O)C2CC2)CC1	7%	2	x	x	x	5%	1%	x	-2%
30	CC(C)(C)[C@H]1C=C(C(=O)N2CCN(Cc3ccccc3)CC2)O[C@@H](OCCCCO)C1	-5%	1	3.2	7%	-4	2%	6%	1%	-4%
31	CCn1nc(C)c(NC(=O)/C=C/c2ccc(OC)c(COc3ccc(Cl)cc3Br)c2)c1C	-8%	-3	0.3	3%	-11	0%	0%	-48%	-5%
32	C=CCOc1ccc(C2/C(=C(\O)c3ccc4c(c3)CC(C)O4)C(=O)C(=O)N2CCN2CCOCC2)cc1OCC (stereo not drawn)	7%	0	0.4	8%	13	-7%	-22%	-18%[56.9 µM]	-2%
33	Cc1c(N=C2NC(=O)C(CC(=O)Nc3ccc(Cl)cc3)S2)c(=O)n(-c2ccccc2)n1C (stereo not drawn)	-12%	-5	-0.3	-11%	0	1%	0%	-10%	-1%
34	Cc1ccc(S(=O)(=O)N2CC(C)N(S(C)(=O)=O)C2)cc1 (stereo not drawn)	-8%	-12	0.0	-5%	9	0%	0%	27%	0%
35	CN(C(=O)c1ccncc1)C1CCS(=O)(=O)C1 (stereo not drawn)	-11%	-2	-0.3	u	4	0%	6%	1%	-1%
36	COc1ccc(-c2nnc(SCC(=O)Nc3ccc(Cl)cc3)s2)cc1	-1%	-11	1.2	1%	x	2%	-14%	-52%	-1%
37	Cc1ccc(C#N)c(=O)n1CC(=O)Nc1ccccc1C(F)(F)F	-8%	-5	2.4	-4%	x	4%	0%	14%	-3%
38	O=C1C=Cc2ccccc2/C1=C/c1[nH]c(=O)[nH]c1O	0%	12	2.1	5%	10	-9%	36%[activator]	-30%	-3%
39	C(=Cc1cnnc2ccccc12)c1ccccc1	0%	-9	x	8%	x	1%	u	-10%	8%
40	CC(=O)Nc1ccc(Sc2ccccc2C(=O)N2CCCC2)cn1	8%	2	1.0	9%	-7	-2%	-2%	-27%	-2%

Next section:
no.	molecule	Vif-A3F inh	LDHA inh	D2 agonist	ERG Ets-DNA blk	D2 antag	Vif-APOBEC3G blk	12-LOX inh	RGS4 inh	Glioma ERSR ind
41	COc1ccc(/C=C2\C(=O)N(Cc3ccc(F)cc3)CC(=O)N2Cc2ccccc2)cc1	0%	1	0.8	-1%	28	-1%	440%[activator]	-27%	2%
42	Cc1cc(C)c2oc(-c3cccc(NC(=O)c4ccc(F)cc4)c3)nc2c1	-6%	-4	-1.1	7%	-12	-2%	0%	-8%	-5%
43	COC(=O)c1ccc(CSc2nc3c([nH]c4ccccc43)c(=O)n2-c2ccc(F)cc2)o1	1%	-7	0.3	-11%	x	1%	-10%	17%	-3%
44	S=c1[nH]nc(-c2cc(-c3ccco3)[nH]n2)n1-c1ccccc1Cl	x	-5	0.1	-7%	8	2%	u	-10%	-2%
45	NC(=O)C1CCN(C2CC(=O)N(Cc3cccs3)C2=O)CC1 (stereo not drawn)	-6%	-3	0.1	-6%	16	1%	14%	3%	-2%
46	CCOC(=O)C1CCN(C(=O)c2cc3cc4ccc(C)cc4nc3o2)CC1	11%	-5	-0.2	-10%	1	-3%	1%	10%	-9%
47	O=C(CSc1nc2c([nH]c3ccccc32)c(=O)n1-c1cccc(Cl)c1)N1CCc2ccccc21	7%	-5	x	1%	x	1%	-5%	-12%	-3%
48	COc1ccc(CCN(C)C(=O)c2ccc(S(=O)(=O)NCc3ccco3)cc2)cc1OC	8%	-5	0.5	0%	6	1%	2%	-8%	-5%
49	C/C(=N\NC(=O)c1ccc([N+](=O)[O-])cc1)c1cc2ccccc2oc1=O	-21%	-1	0.2	5%	4	-1%	-8%	-3%	5%
50	CC(C)NC(=O)Nc1ccc2c(c1)C(=O)N([C@H](C)CO)C[C@H](C)[C@@H](CN(C)C(=O)NC(C)C)O2	3%	-2	x	-13%	x	1%	0%	5%	-2%
51	CCN(CCC(=O)Nc1cc(OC)cc(OC)c1)Cc1ccccc1	-1%	9	0.4	3%	4	-2%	-19%	6%[56.9 µM]	-4%
52	O=C(O)[C@H]1CCCC[C@H]1C(=O)Nc1cc([N+](=O)[O-])ccc1F	1%	-5	-2.7	1%	-6	1%	-3%	-9%	-5%
53	CCC(C)NC(=O)c1ccccc1NC(=O)C1COc2ccccc2O1 (stereo not drawn)	0%	-5	0.6	-4%	10	0%	0%	3%	1%
